FN deposit inh – fibronectin deposition inhibition | AH1F fibroblasts, Alexa488-fibronectin deposition fluorescence, overnight | inhibition, % at 12.6 µM | 0.086% of 350,000 active | AID 743247;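 active = mean inhibition across replicates of 30% or more, regardless of how many single replicates reach that level; inconclusive = mean under 30% yet at least half of replicates reach 30%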;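 note: positive control wells lacked labelled fibronectin entirely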
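test system = AH1F fibroblasts assembling fluorescent fibronectin matrix | quantity = 10000 AH1F cells per well | buffer or medium = DMEM plus 2% serum, read in PBS | doses = single dose, pinned | incubation = 1 h cell attachment, overnight exposure to compound and label | detection = fluorescence at 485 nm excitation, 525 nm emission | read-out basis = inhibition from reduced deposited-fibronectin fluorescence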
S100A4 MyoIIA – inhibitors of human S100A4 binding to myosin IIA peptide | P26447 | S100A4/TAMRA-MyoIIA peptide fluorescence polarization | inhibition, % at 10.7 µM | 0.14% of 360,000 active;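 active = mean inhibition of at least 70% across replicates, with every replicate also reaching that level; inconclusive = mean inhibition reaches 70% but some replicates fall short; inactive = mean inhibition below 70%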
Target sequence (P26447 whole entry, looked up): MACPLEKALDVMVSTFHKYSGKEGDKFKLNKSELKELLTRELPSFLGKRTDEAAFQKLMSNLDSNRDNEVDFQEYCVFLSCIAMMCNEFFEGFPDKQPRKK
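Material: human S100A4 monomer with TAMRA-labelled myosin IIA peptide; buffer or medium: HEPES pH 7.2 with CaCl2, KCl, NaCl, DTT, Triton; compound dosing: one concentration per compound; schedule: 5 min incubation before reading; benchmarks: neutral control DMSO, positive control TFP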
esBAF inh – SWI/SNF esBAF complex inhibition | mouse ES cells, Bmi1-luciferase knock-in reporter, 24 h; 100% = twice the neutral-well signal | reporter increase, % at 12.5 µM | 2% of 350,000 active; in the data active = activation above about 40%; inconclusive = no clear call, values can overlap the other calls;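 note: 0% = median of the plate's neutral control wells and 100% = double that signal; a rise in the Bmi1 reporter signal indicates esBAF inhibition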
EWS-Fli inh – inhibitors of EWS/Fli oncoprotein transcriptional activity; A673 NR0B1-luciferase reporter, viability-normalised; inhibition, % at 12.6 µM; 0.67% of 350,000 active;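 active = mean inhibition of at least 50% after viability correction, with every replicate also passing that limit; inconclusive = mean reaches 50% but only one of two replicates passes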;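 note: firefly luciferase signal divided by Alamar Blue viability fluorescence both relative to DMSO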
RAD52 anneal inh – inhibitors of human RAD52 DNA annealing; recombinant RAD52 DNA annealing, FRET fluorescence; P43351; inhibition, % at 18.7 µM; 0.46% of 360,000 active;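 active = every replicate showing at least 50% inhibition; inconclusive = mean inhibition at least 50% but not in every replicate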
E-sel inducer – induces E-selectin expression in human endothelial cells. HUVEC E-selectin immunofluorescence imaging; normalized: neutral wells 0, TNF-alpha wells 100. activation, % at 7.58 µM. 0.37% of 260,000 active. AID 686992;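 active = mean E-selectin-positive cell signal at least 10% of the positive control, reached in at least 60% of replicates, without over 20% cell loss; inconclusive = no rule given, readout overlaps actives, possibly toxicity-flagged; inactive = the rest, including those meeting only one limit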;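 note: in these data hits start at about 27%; measured in HUVEC primary endothelial cells; signal is the percent of cells scored E-selectin positive by PE staining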
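Assay system: HUVEC primary endothelial cells. Input: 3,000 HUVEC seeded per well. Doses: one compound dose added by pin transfer. Read-out basis: % PE-positive cells. Benchmarks: TNF-alpha high, DMSO low. Detection: immunofluorescence imaging. Buffer or medium: EGM-2, gelatin.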
Xi reactivation – X-chromosome reactivation activator | XiGFP mouse fibroblasts, % GFP-positive cells imaging, 3 d; cells co-treated with 5-aza-dC sensitizer; scaled so ellipticine positive control = 100% | activation, % at 7.58 µM | 0.055% of 360,000 active | AID 743238;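 active = mean normalized replicate activation at least 10% and every replicate at or above 10%; inconclusive = only one of the two criteria met; inactive = mean below 10% and not all replicates reach 10%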;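 note: 0% = median of on-plate neutral control wells and 100% = ellipticine 6 µM median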
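System: 68-5-11 XiGFP fibroblast line | Buffer or medium: DMEM containing 5-aza-dC | Compound: Single point | Times: Compounds 3 days, fix/stain 15 min at room temperature | Benchmarks: Positive control ellipticine, 6 µM final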
RAD54 inh – inhibitors of human RAD54 branch migration; RAD54 Holliday junction branch migration, FAM/BHQ fluorescence; inhibition, % at 10.4 µM; AID 602329; 0.14% of 360,000 active; Q92698;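 active = mean normalized replicate activity at least 40 and at least half of replicates scoring 40 or more; inconclusive = only one of the two criteria met; inactive = mean below 40 and under half of replicates reaching 40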;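 note: 0% = median of neutral control wells and 100% = median of positive control wells; inhibitors cause a drop in the FAM fluorescence signal; in these data hits start at about 50%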
Target sequence (Q92698 whole entry, looked up): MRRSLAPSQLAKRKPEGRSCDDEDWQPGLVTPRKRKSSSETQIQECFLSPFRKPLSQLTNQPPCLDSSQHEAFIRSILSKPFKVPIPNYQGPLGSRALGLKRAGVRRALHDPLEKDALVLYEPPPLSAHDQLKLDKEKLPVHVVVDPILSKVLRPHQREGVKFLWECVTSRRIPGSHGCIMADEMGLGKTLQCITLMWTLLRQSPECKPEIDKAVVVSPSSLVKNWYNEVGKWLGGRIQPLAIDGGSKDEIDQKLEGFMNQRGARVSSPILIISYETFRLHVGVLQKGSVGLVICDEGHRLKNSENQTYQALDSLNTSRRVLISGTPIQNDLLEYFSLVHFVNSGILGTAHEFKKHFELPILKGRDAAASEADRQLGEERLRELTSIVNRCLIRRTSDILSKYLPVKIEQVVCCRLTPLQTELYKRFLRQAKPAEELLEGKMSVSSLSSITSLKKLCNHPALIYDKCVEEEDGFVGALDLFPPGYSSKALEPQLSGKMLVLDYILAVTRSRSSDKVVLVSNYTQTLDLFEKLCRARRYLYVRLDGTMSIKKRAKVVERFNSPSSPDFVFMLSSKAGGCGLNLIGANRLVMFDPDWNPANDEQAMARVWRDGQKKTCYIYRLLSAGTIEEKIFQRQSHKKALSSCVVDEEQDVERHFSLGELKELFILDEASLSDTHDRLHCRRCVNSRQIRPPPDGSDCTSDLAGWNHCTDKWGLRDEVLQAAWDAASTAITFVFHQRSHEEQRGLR
An asterisk follows results filed as active; ? = inconclusive; / = no result given; & = joins results of further samples.

Values run as follows: FN deposit inh	S100A4 MyoIIA	esBAF inh	EWS-Fli inh	RAD52 anneal inh	E-sel inducer	Xi reactivation	RAD54 inh
- O=C(NCC[C@@H]1CC[C@@H](NC(=O)c2cccnc2)[C@@H](CO)O1)Nc1ccc(C(F)(F)F)cc1
  -5&-1	-4	18	-43	26	-0.2	-0.2&-0.1	12
- Cc1ccccc1-c1cnc2c(c1)C(=O)N([C@@H](C)CO)C[C@H](C)[C@@H](CN(C)Cc1cccnc1)O2
  /	5	-6	1	-15	0.0	0.4	0
- CC(C)c1ccccc1NC(=O)C1CN(S(=O)(=O)c2ccccc2)CCN1S(=O)(=O)c1ccccc1 (stereo unspecified)
  /	1	/	-3	-11	/	0.1	-6
- CO[C@H]1CN(C)C(=O)c2cc(NS(=O)(=O)c3ccc(F)cc3)ccc2OC[C@H](C)NC[C@@H]1C
  -2	3	0	0	-1	1.3	-0.2	3
- COc1ccc(C2CC(=O)N(CCCN(C)CCc3ccc(OC)c(OC)c3)C2)cc1 (stereo unspecified)
  2	-4	-2	20	-6	4.4	0.2	-1
- COc1ccc(NC(=O)Nc2ccc3c(c2)CC(=O)N([C@@H](C)CO)C[C@H](C)[C@H](CN(C)C(=O)Nc2ccc4c(c2)OCO4)O3)cc1
  /	0	2	-10	-2	1.0	-0.8	-3
- COP(=O)(OC)C(=NNS(=O)(=O)c1ccc(C)cc1)c1ccccc1
  4	-1	14	10	-2	1.2	0.0	-9
- C[C@H](CO)N1C[C@H](C)[C@@H](CN(C)C)OCCCC[C@H](C)Oc2ccc(N(C)C)cc2C1=O
  /	4	-2	-11	-18	-0.2	-1.2	8
- CC(=O)N1CCOc2ccc(S(=O)(=O)Nc3cccc(C)n3)cc21
  -4	-8	7	/	-7	-0.1	0.1	-6
- Cc1cccc(NC(=O)Nc2cccc3ccccc23)c1
  /	3	10	/	-7	-1.4	0.3	-2
- Cc1ccccc1NC(=S)N1CCC(NC(=O)c2ccco2)CC1
  -3	-2	0	3	-10	2.0	0.0	-2
- O=C(C1CCCCC1)N1CC(=O)N2[C@H](CO)[C@@H](c3ccc(-c4cccnc4)cc3)[C@@H]2C1
  /	11	/	/	-7	0.1	0.3	/
- CCc1ccc(OCc2nnc(SCCN3CCOCC3)n2CC)cc1
  3	/	9	/	/	-0.2	/	-6
- O=c1cc(/N=C/c2coc3c(ccc4ccccc43)c2=O)[nH]c(=S)[nH]1
  2	-8	/	7	-60	-0.1	-0.1	/
- c1ccc2cc(CSCc3nc4ccccc4[nH]3)ccc2c1
  -9	2	/	-8	-2	/	0.3	/
- Cc1ccc(C)c(N2CCN(C(=O)CCS(=O)(=O)c3ccc4c(c3)CCN4C(=O)C3CC3)CC2)c1
  -6	-1	3	/	1	0.0	0.0	9
- Cc1ccc(S(=O)(=O)Nc2ccc3c(c2)C(=O)N([C@@H](C)CO)C[C@@H](C)[C@@H](CN(C)S(=O)(=O)c2ccc(F)cc2)O3)cc1
  /	-12	-2	0	12	3.9	0.2	/
- CCN(CC(=O)Nc1cc(Cl)ccc1C)C(=O)c1oc2ccc(OC)cc2c1C
  -3	17	13	-18	-14	-0.1	0.3	-6
- O=C1C(Cl)=C(N2CCOCC2)C(=O)N1c1cccc(C(F)(F)F)c1
  3	-1	9	0	-26	/	0.1	-25
- C=CCNC(=O)c1cccc2c1C(=O)c1ccc(N3CCOCC3)cc1S2(=O)=O
  2	-2	-2	11	-135	0.0	0.1	-3
- CCN(C(=O)COC(=O)CSc1ccc(C)c(C)c1)C1CCS(=O)(=O)C1 (stereo unspecified)
  -9	-1	-3	/	-4	-0.1	-0.1	-8
- CCN(CC(=O)Nc1sc2c(c1C#N)CCCC2)CC(=O)NC1CCS(=O)(=O)C1 (stereo unspecified)
  -15	-3	/	4	-17	0.0	?	/
- CC(C)CC1C(C#N)=C(N)OC2=C1C(=O)CC(c1ccccc1)C2 (stereo unspecified)
  -1	-8	/	11	-42	1.5	-0.8	/
- O=C1CNC[C@H]2[C@@H](c3ccc(C#Cc4cccnc4)cc3)[C@@H](CO)N12
  -9	1	/	-8	8	0.2	0.0	/
- O=C(/C=C\c1ccco1)Nc1nc(-c2ccccc2)cs1
  2	-1	24	-42	-4	-1.2	0.0	/
- Cc1cccc(S(=O)(=O)N[C@@H]2CC[C@@H](CCNS(=O)(=O)c3ccccc3F)O[C@H]2CO)c1
  -2	1	3	0	-12	-0.2	0.5	-4
- Cc1ccc(C(=O)NNC(=O)c2csc(N3CCOCC3)n2)s1
  -2	-2	-4	-4	-16	/	0.2	1
- Cc1cc(C)c(NS(=O)(=O)c2ccc3c(c2)NC(=O)CC(=O)N3)c(C)c1
  -2	/	/	/	/	0.0	-0.1	9
- O=[N+]([O-])/C=C1/CCCCCN1
  -17	-2	/	-2	-3	0.1	-0.2	/
- COc1cc2c(-c3ccc4cc[nH]c4c3)c(-c3ccc(C#N)cc3)oc(=O)c2cc1OC
  2	-5	8	11	3	0.2	-0.2	3

(listing goes on)
Values run as follows: FN deposit inh	S100A4 MyoIIA	esBAF inh	EWS-Fli inh	RAD52 anneal inh	E-sel inducer	Xi reactivation	RAD54 inh
- COC(=O)/C=C(\C)N=Nc1c(O)[nH]c2ccccc12
  1	3	/	-21	-59	/	0.2	4
- C[C@H]1CN([C@@H](C)CO)C(=O)Cc2cc(NC(=O)Nc3ccccc3)ccc2O[C@H]1CN(C)S(=O)(=O)c1ccccc1
  /	-21	4	4	7	/	/	12
- C[C@@H]1CN([C@@H](C)CO)C(=O)c2cc(NC(=O)Cc3ccccc3)ccc2O[C@@H]1CN(C)Cc1ccc2c(c1)OCO2
  /	-3	4	/	-9	-7.4	0.3	8
- CCCN1C[C@H](C)[C@H](OC)CN(C)C(=O)c2cc(NC(=O)c3cnccn3)ccc2OC[C@H]1C
  -3	-1	-3	1	-5	0.0	0.7	-6
- COc1ccc(CNC(=O)CN(C(=O)c2snc(C(N)=O)c2N)c2ccccc2F)cc1
  14	-5	3	-1	-9	/	0.0	2
- COc1ccc(C(=O)/C=C/c2ccc(OC)cc2OC)c(O)c1
  /	-2	88*	-134	-20	/	/	0
- CC(=O)Nc1ccc(C(=O)NNC(=O)C2C3CCCCC32)cc1 (stereo unspecified)
  /	-7	8	/	-28	?	0.3	2
- COc1ccc(N2CCN(C(=O)C(=O)c3c(C)[nH]c4ccccc34)CC2)cc1
  7	0	-5	-7	-5	/	0.2	-6
- CCOC(=O)COn1c(=O)c(-c2ccc(Cl)cc2)[n+]([O-])c2ccccc21
  -1	-6	9	-14	-3	0.2	0.1	-10
- CC(C)NC(=O)C1(C)CSCC(=O)N1Cc1ccco1 (stereo unspecified)
  -17	1	/	-8	-4	1.9	0.1	/
- Cc1ccc(-c2ccc3c(c2)O[C@H](CN(C)C(=O)Nc2ccccc2)[C@@H](C)CN([C@@H](C)CO)S3(=O)=O)cc1
  -19	13	-2	16	-8	0.2	0.1	0
- Cc1ccc(N=CNc2ccc(C)cc2C)c(C)c1
  -12	-2	/	10	-8	2.5	0.0	1
- Cc1cc(NC(=O)CCN2C(=O)/C(=C/c3ccccc3Cl)SC2=S)no1
  -1	0	/	-5	-27	0.3	-0.1	/
- O=C(Nc1nc2ccccc2s1)c1ccccc1
  -8	-3	0	-25	-32	/	0.5	-4
- CCOc1ccccc1NC(=O)N1CCN(S(C)(=O)=O)CC1
  -22	28	-2	8	8	0.0	0.1	/
- COCC(=O)N1C[C@@H](C)[C@H](OC)CN(C)C(=O)c2ccc(NC(=O)c3ccc(-c4ccccc4)cc3)cc2OC[C@H]1C
  -4	-4	1	9	1	0.2	0.3	1
- CC1CC(C)CN(C(=O)COC(=O)COc2ccccc2C#N)C1 (stereo unspecified)
  10	-3	-5	8	-2	/	0.0	-9
- Cc1cccc(-c2ccc([C@H]3[C@@H](CO)N4CCCCN(Cc5ccncc5)C[C@@H]34)cc2)c1
  /	-17	/	-5	6	-0.1	0.1	-1
- COc1ccc(OC)c(NC(=O)COc2cc(O)c3c(c2)OC(C)(C)CC3=O)c1
  /	-8	-12	-4	-7	/	/	2
- O=C(O)c1ccc(C2NCC(c3ccccc3Cl)c3c2[nH]c2ccccc32)cc1 (stereo unspecified)
  -3	-2	-2	-2	-9	10	0.0	/
- O=C(C[n+]1ccccc1)N/N=C/c1ccc(Cl)c(Cl)c1
  6	-1	-1	-11	7	0.8	0.1	4
- CC(=O)N1CCC(N(CCN2CCOCC2)C(=O)Nc2ccc(Cl)c(Cl)c2)CC1
  1	9	-9	-4	-7	0.1	0.2	3
- O=C(Nc1ccc(F)cc1)N1CC(=O)N2[C@H](C1)[C@H](c1ccc(-c3ccc(F)cc3)cc1)[C@@H]2CO
  /	-1	/	5	-3	-0.1	0.0	/
- CCO[C@@H]1OC(C(=O)N2CCN(Cc3ccc4c(c3)OCO4)CC2)=C[C@H](c2csc3ccccc23)[C@H]1CCCO
  /	12	0	3	21	/	/	4&1
- CCOC(=O)CC1(CCc2ccccc2)Oc2ccccc2N1S(=O)(=O)c1ccc(C)cc1 (stereo unspecified)
  -3	2	/	-3	0	0.0	0.0	/
- Cc1cccc(-c2cc(C(=O)Nc3c(C)n(C)n(-c4ccccc4)c3=O)c3ccccc3n2)c1
  /	-1	-5	-5	-13	0.8	-0.1	5
- O=C(CSc1n[nH]c(-c2ccccc2Cl)n1)NCc1cccc(C(=O)O)c1
  /	2	-5	-3	-5	/	0.1	-9
- CC=Cc1ccc2n(c1=O)C[C@H]1[C@H](CO)[C@@H](C(=O)NCCCN3CCOCC3)N(C)[C@@H]21 (mixture of isomers)
  /	-7	-4	-3	6	-0.3	0.4	-3
- CCc1ccc(OCC(=O)OCC(=O)c2c(N)n(C)c(=O)n(C)c2=O)cc1
  -2	-11	/	6	-2	/	0.0	/
- COc1cccc(C(O)c2cnc(C(C)C)n2C)c1 (stereo unspecified)
  -1	-4	/	8	-10	2.1	0.3	/

Further records follow.
Values run as follows: FN deposit inh	S100A4 MyoIIA	esBAF inh	EWS-Fli inh	RAD52 anneal inh	E-sel inducer	Xi reactivation	RAD54 inh
- O=C(C1CCCCC1)N1CC(=O)N2[C@H](CO)[C@H](c3ccc(C#Cc4cccc(F)c4)cc3)[C@H]2C1
  /	6	/	/	-10	-0.2	0.1	/
- COc1ccc(NC(=O)N(C)C[C@H]2Oc3ccc(NC(=O)CCN4CCOCC4)cc3CC(=O)N([C@H](C)CO)C[C@@H]2C)cc1
  /	7	3	-8	-12	/	0.2	0
- CCOc1ccc(/C=C2\CCC(C3CCCC3)C2=O)cc1 (stereo unspecified)
  -7	-9	-6	-31	7	-0.2	-0.1	3
- Cc1ccc(NS(=O)(=O)c2cccc(C(=O)NNC(=O)NC3CCCCC3)c2)c(C)c1
  4	1	/	9	-1	-0.1	-0.1	0
